MRP-1 activ = activators of MRP-1 | H69AR cells + doxorubicin, viability rescue, CellTiter-Glo | viability increase, % at 10 µM | hit rate 0.61% among 140,000 | AID 799;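 active = viability gain under doxorubicin at or above a set limit, the compound median plus 3 SD, cut at about 4.7% in these data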;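 note: MRP-1 overexpressing cells given doxorubicin 25 µM after compound pretreatment; 18-22 h compound pretreatment then 72 h with doxorubicin before readout; 0% = doxorubicin-only wells and 100% = vehicle-treated cells without doxorubicin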
E-sel TNF inh = TNF alpha driven E-selectin expression inhibition. HUVEC TNFa-induced E-selectin immunofluorescence, high content. inhibition, % at 2 µM. hit rate 0.71% among 120,000. AID 1246;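 active = inhibition above the batch mean plus 3 SD, and confirmed as a hit on visual image review, cut at about 43% in these data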;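 note: 0% = TNF-stimulated DMSO wells and 100% = unstimulated control wells; not every result past the cut was called active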
HCT116 bCat-KO = beta-catenin-lacking colon tumor cell growth suppression | HCT116 beta-catenin knockout viability, CellTiter-Glo, 60 h; stronger effect = lower value | viability, % at 10 µM | hit rate 1.5% among 140,000 | AID 818;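 active = viability at or under a set limit, the compound median less 4 SD, cut at about 6% in these data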;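 note: 0% = Hyamine 1622 control at 20 µM and 100% = untreated cell control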
Yeast lifespan up = extends the lifespan of yeast; S. cerevisiae growth with nicotinamide, OD615; deaD strain in restrictive glucose medium; inhibition of the nicotinamide effect, % at 10 µM; hit rate 0.68% among 130,000;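 active = inhibition above a set limit, placed 3 SD over the median of all compounds, cut at about 26% in these data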;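 note: 0% = nicotinamide-treated wells and 100% = cells grown without nicotinamide; some compounds called inactive have numbers as strong as hits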
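Buffer or medium: CSMM-D glucose medium, restrictive; test system: modified budding yeast, DeaD strain; compound: single dose 10 µM compound, 0.25% DMSO; schedule: culture preincubation 4 h, compound exposure 48 h, both 30 °C; detection: optical density (absorbance) at 615 nm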
HCT116 PTEN-null = PTEN-deleted cell growth suppression. hit rate 1.2% among 140,000. AID 827. viability, % at 10 µM. HCT116 PTEN-null viability, CellTiter-Glo, 60 h; stronger effect = lower value;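 active = viability at or below a set limit, 4 SD under the median of all tested compounds, cut at about 3.7% in these data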;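 note: PTEN knockout HCT116 line with beta catenin targeted HCT116 as companion control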
Phagocytosis inh = blocks phagocytosis by macrophages; J774A.1 macrophage IgG-bead phagocytosis, imaging; inhibition, % at 5 µM; hit rate 0.07% among 110,000;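 active = inhibition above the mean of the plate negative controls plus 5 SD, cut at about 13% in these data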;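 note: phagocytic index as fraction of beads internalized from green versus red external bead signal; plate controls were DMSO negative control for no effect and cytochalasin-D positive control for full effect; some results beyond the cut were filed as inactive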
Measles CPE = protection of cells from measles virus; hit rate 1.5% among 140,000; protection (pct of control), % at 4 µM; AID 841; Measles virus-infected cells, CPE protection, absorbance; in the data active = protection mostly above about 24%, no sharp cut-off; inactive = mostly below about 26%; note: some compounds called inactive have numbers as strong as hits
GALR2 blocker = blocks the human galanin receptor 2 | O43603 | GALR2-expressing cells, antagonist mode | AID 828 | inhibition, % at 4 µM | hit rate 0.39% among 140,000; in the data active = inhibition above about 27%;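 note: cells stimulated with galanin 1-16 at roughly its EC80; 0% = agonist challenge control and 100% = basal control without agonist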
Target sequence (O43603 whole entry, looked up): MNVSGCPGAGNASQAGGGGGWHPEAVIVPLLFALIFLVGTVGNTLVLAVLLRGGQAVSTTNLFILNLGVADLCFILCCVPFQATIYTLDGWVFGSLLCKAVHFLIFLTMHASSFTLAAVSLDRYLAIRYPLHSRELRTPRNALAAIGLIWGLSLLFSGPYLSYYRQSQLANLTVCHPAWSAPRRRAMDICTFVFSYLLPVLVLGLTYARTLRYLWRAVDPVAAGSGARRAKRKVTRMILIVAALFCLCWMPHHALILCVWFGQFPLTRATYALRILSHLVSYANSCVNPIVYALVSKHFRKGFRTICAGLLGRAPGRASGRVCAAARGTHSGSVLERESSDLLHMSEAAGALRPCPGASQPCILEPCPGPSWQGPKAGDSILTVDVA
BB579 growth dn = reduces growth of yeast BB579 in restrictive medium. S. cerevisiae BB579 growth, OD615, 48 h. inhibition, % at 10 µM. hit rate 0.51% among 140,000. AID 804;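 active = inhibition above a set limit, 3 SD over the mean compound inhibition, cut at about 44% in these data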; note: inactives centre near -24
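Detection: OD615 turbidity measurement; Material: Saccharomyces cerevisiae DeaD strain BB579, replicative lifespan model yeast; Timing: 48 h exposure, 30 °C; Doses: single 10 µM dose; Medium: CSMM-D restrictive synthetic medium containing dextrose (glucose); Controls: amphotericin B at 10 µg/mL as positive control.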
NPY-Y2 antag = blocks the human neuropeptide Y Y2 receptor; P49146; NPY-Y2 expressing cells, antagonist mode; inhibition, % at 2.7 µM; hit rate 0.99% among 140,000; in the data active = inhibition above about 17%;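 note: 0% = vehicle with agonist challenge and 100% = reference antagonist with challenge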
Target sequence (P49146 whole entry, looked up): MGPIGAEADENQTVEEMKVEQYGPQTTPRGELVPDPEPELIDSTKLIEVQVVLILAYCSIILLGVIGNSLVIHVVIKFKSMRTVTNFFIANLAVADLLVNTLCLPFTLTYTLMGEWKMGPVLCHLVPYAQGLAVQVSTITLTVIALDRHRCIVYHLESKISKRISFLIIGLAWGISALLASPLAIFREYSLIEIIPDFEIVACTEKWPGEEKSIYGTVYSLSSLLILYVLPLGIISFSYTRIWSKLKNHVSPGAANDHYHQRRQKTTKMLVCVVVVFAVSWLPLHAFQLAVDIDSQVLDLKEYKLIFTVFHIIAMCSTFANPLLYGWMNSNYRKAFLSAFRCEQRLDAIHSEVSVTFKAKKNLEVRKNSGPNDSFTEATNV
An asterisk follows results filed as active; . = no result given.

Short forms – A = MRP-1 activ; B = E-sel TNF inh; C = HCT116 bCat-KO; D = Yeast lifespan up; E = HCT116 PTEN-null; F = Phagocytosis inh; G = Measles CPE; H = GALR2 blocker; I = BB579 growth dn; J = NPY-Y2 antag
SMILES: C/C(=N\NS(=O)(=O)c1ccc(C)c([N+](=O)[O-])c1)c1cc2ccccc2o1
  A: -4.4	B: .	C: 99.7	D: -21.3	E: 94.2	F: -0.7	G: 3.8	H: 3.5	I: -7.0	J: 10.5

SMILES: Cc1ccc(OCC(=O)Nc2ccc(S(=O)(=O)Nc3onc(C)c3C)cc2)cc1
  A: -1.6	B: -3.1	C: 98.7	D: -8.3	E: 96.5	F: .	G: 13.4	H: 9.9	I: -49.0	J: 2.1

SMILES: CC1CCCC(NC(=O)C2c3ccccc3C(=O)N2Cc2cccs2)C1C (configuration not stated)
  A: -1.4	B: -0.5	C: 63.6	D: 1.8	E: 63.8	F: -4.0	G: 10.1	H: -24.9	I: -69.2	J: 24.6*

SMILES: CCCCOC(=O)/C=C/c1ccc(OC(=O)OC)c(OC(=O)OC)c1
  A: 1.7	B: -25.4	C: 87.5	D: -1.0	E: 93.9	F: -8.7	G: 30.2	H: 3.2	I: -31.1	J: 2.8

SMILES: Cc1ccc(-c2c3c(=O)n(C)c(=O)n(C)c3cn2N2CCOCC2)cc1
  A: -4.8	B: 51.1	C: 69.0	D: -9.5	E: 67.2	F: -1.8	G: 6.1	H: -20.4	I: -28.3	J: 1.2

SMILES: Cc1c(Cl)cccc1NC(=O)CNC(=O)c1ccc(F)cc1
  A: -1.0	B: .	C: 84.4	D: 7.1	E: 88.0	F: -4.8	G: .	H: -1.4	I: -21.3	J: -1.4

SMILES: Cc1ccc(C(N)=O)cc1S(=O)(=O)Nc1cccc(C)c1C
  A: 0.1	B: 3.1	C: 99.4	D: -8.9	E: 93.7	F: -2.2	G: 18.9	H: 9.0	I: -2.8	J: 0.3

SMILES: Cc1cccc(C)c1NC(=O)CNc1ccccc1
  A: -2.4	B: -22.6	C: 83.2	D: -18.5	E: 84.3	F: 0.1	G: 3.6	H: -13.4	I: -45.9	J: -1.1

SMILES: CCN(C(=O)COC(=O)c1cc(C)n(-c2ccc(F)cc2)c1C)C1CCS(=O)(=O)C1 (configuration not stated)
  A: -3.6	B: 99.9*	C: 93.1	D: -17.2	E: 101.7	F: -0.7	G: 3.8	H: -3.4	I: -0.8	J: 2.0

SMILES: CCOc1ccc(C(C)=O)cc1N1C(=O)C2C3C=CC(C3=C(C)C)C2C1=O (configuration not stated)
  A: -1.9	B: .	C: 76.0	D: 5.8	E: 78.8	F: .	G: 7.4	H: -1.9	I: -48.2	J: 2.0

SMILES: O=C(CSCc1ccc(F)cc1)NCc1ccco1
  A: -2.4	B: -21.4	C: 95.8	D: -0.7	E: 104.6	F: .	G: 4.4	H: 1.3	I: -14.1	J: 0.5

SMILES: O=C(c1ccco1)N1CCN(c2ncnc3scc(-c4ccccc4)c23)CC1
  A: -4.8	B: 19.9	C: 86.8	D: -5.9	E: 74.7	F: 2.0	G: 3.2	H: -38.6	I: -29.0	J: 8.8

SMILES: N#Cc1c(Nc2ccccc2)sc(C(=O)c2ccc(F)cc2)c1N
  A: -2.8	B: .	C: 80.0	D: 2.9	E: 69.5	F: -0.2	G: 6.8	H: -10.7	I: -27.6	J: -1.8

SMILES: O=S(=O)(c1ccc(OCC(O)CN2CCCCC2)cc1)N1CCOCC1 (configuration not stated)
  A: -0.6	B: 44.0	C: 93.3	D: -2.5	E: 94.2	F: -0.8	G: 5.6	H: 11.0	I: -9.8	J: 3.1

SMILES: O=C1OCCC1Sc1nc(-c2ccccc2)cs1 (configuration not stated)
  A: 3.7	B: 4.6	C: 95.1	D: -6.5	E: 111.2	F: -0.1	G: 1.7	H: 9.1	I: -2.1	J: 2.1

SMILES: C=C(C)[C@H]1CC=C(C)/C(=N/NC(=O)CNc2ccccc2OC)C1
  A: -2.6	B: 10.4	C: 81.5	D: -10.5	E: 78.9	F: .	G: 15.7	H: 10.5	I: 6.1	J: 0.6

SMILES: Cc1ccc(S(=O)(=O)NCC(c2ccco2)N2CCOCC2)cc1 (configuration not stated)
  A: -1.2	B: 15.7	C: 91.1	D: 2.9	E: 90.9	F: -3.1	G: 13.0	H: -15.9	I: -16.1	J: 2.0

SMILES: O=c1ccsn1Cc1ccccc1
  A: -5.3	B: 50.1	C: 1.3*	D: 16.4	E: 5.0	F: -1.8	G: 13.0	H: 11.4	I: 26.4	J: 2.9

SMILES: O=C(CSc1nc2ccccc2[nH]1)Nc1ccc2c(c1)OCCO2
  A: -0.7	B: .	C: 69.9	D: -16.1	E: 76.0	F: -0.7	G: 9.9	H: 0.3	I: 9.2	J: 4.4

SMILES: COC(=O)C1=C(C)N(Cc2ccccc2)C(=O)N[C@H]1c1ccccc1
  A: -2.1	B: .	C: 81.1	D: 2.4	E: 82.6	F: .	G: 4.8	H: 10.3	I: -5.2	J: 1.4

Taken from above:
Yeast lifespan up with `O=S(=O)(c1ccc(OCC(O)CN2CCCCC2)cc1)N1CCOCC1` (configuration not stated) → -2.5
Phagocytosis inh with `Cc1ccc(S(=O)(=O)NCC(c2ccco2)N2CCOCC2)cc1` (configuration not stated) → -3.1

New compounds follow
Short forms – A = MRP-1 activ; B = E-sel TNF inh; C = HCT116 bCat-KO; D = Yeast lifespan up; E = HCT116 PTEN-null; F = Phagocytosis inh; G = Measles CPE; H = GALR2 blocker; I = BB579 growth dn; J = NPY-Y2 antag
SMILES: CCOC(=O)c1ccc(NC(=O)CSc2nnc(C3CC3)n2C)cc1
  A: -0.1	B: 3.1	C: 97.8	D: .	E: 96.2	F: .	G: 3.8	H: 5.3	I: -8.6	J: 0.1

SMILES: COc1ccc(CN2C(=O)CN(C3CCCCCC3)C(=O)C2c2ccc(F)cc2)cc1 (configuration not stated)
  A: -3.5	B: -3.9	C: 87.8	D: -12.9	E: 84.0	F: .	G: 6.1	H: 1.3	I: -30.5	J: 1.3

SMILES: COc1cccc(N/C(N)=N/c2nc(C(F)(F)F)cc(=O)[nH]2)c1
  A: -0.4	B: -38.0	C: 89.2	D: -0.7	E: 100.6	F: -5.9	G: 5.8	H: 3.2	I: -2.5	J: 0.0

SMILES: COc1ccc(-c2cc(C(F)(F)F)n3nc(C(=O)N4CCOCC4)nc3n2)cc1
  A: -0.5	B: -14.2	C: 103.3	D: -5.9	E: 104.4	F: -0.9	G: 5.9	H: 5.0	I: 11.8	J: 2.8

SMILES: CCC(CO)NCc1ccc2c(c1)n(C)c(=O)n2C (configuration not stated)
  A: 0.0	B: -9.2	C: 104.9	D: 1.1	E: 97.5	F: -0.6	G: 10.9	H: 11.2	I: -13.9	J: 3.1

SMILES: CC1CCN(S(=O)(=O)N2CCC(C(=O)NCc3cccs3)CC2)CC1
  A: -1.1	B: .	C: 94.0	D: -3.1	E: 95.4	F: -1.8	G: 18.0	H: 0.1	I: -19.4	J: 3.4

SMILES: C=CCOc1ccccc1C1C2=C(CC(C)(C)CC2=O)Nc2c1c(=O)n(C)c(=O)n2C (configuration not stated)
  A: -1.8	B: -12.6	C: 94.9	D: -19.7	E: 91.3	F: 1.1	G: 9.4	H: 1.9	I: -37.4	J: -0.2

SMILES: C[N+]1(C)CC2([N+](=O)[O-])CC=C(Oc3ccccc3)C([N+](=O)[O-])(C2)C1 (configuration not stated)
  A: -0.7	B: .	C: 95.6	D: -5.0	E: 100.0	F: -3.8	G: 19.3	H: -3.1	I: -15.5	J: 0.7

Laid out differently: eight of the compounds above.
The line under a structure holds: MRP-1 activ | E-sel TNF inh | HCT116 bCat-KO | Yeast lifespan up | HCT116 PTEN-null | Phagocytosis inh | Measles CPE | GALR2 blocker | BB579 growth dn | NPY-Y2 antag
> CCOC(=O)c1ccc(NC(=O)CSc2nnc(C3CC3)n2C)cc1
 : -0.1 | 3.1 | 97.8 | . | 96.2 | . | 3.8 | 5.3 | -8.6 | 0.1
> COc1ccc(CN2C(=O)CN(C3CCCCCC3)C(=O)C2c2ccc(F)cc2)cc1 (configuration not stated)
 : -3.5 | -3.9 | 87.8 | -12.9 | 84.0 | . | 6.1 | 1.3 | -30.5 | 1.3
> COc1cccc(N/C(N)=N/c2nc(C(F)(F)F)cc(=O)[nH]2)c1
 : -0.4 | -38.0 | 89.2 | -0.7 | 100.6 | -5.9 | 5.8 | 3.2 | -2.5 | 0.0
> COc1ccc(-c2cc(C(F)(F)F)n3nc(C(=O)N4CCOCC4)nc3n2)cc1
 : -0.5 | -14.2 | 103.3 | -5.9 | 104.4 | -0.9 | 5.9 | 5.0 | 11.8 | 2.8
> CCC(CO)NCc1ccc2c(c1)n(C)c(=O)n2C (configuration not stated)
 : 0.0 | -9.2 | 104.9 | 1.1 | 97.5 | -0.6 | 10.9 | 11.2 | -13.9 | 3.1
> CC1CCN(S(=O)(=O)N2CCC(C(=O)NCc3cccs3)CC2)CC1
 : -1.1 | . | 94.0 | -3.1 | 95.4 | -1.8 | 18.0 | 0.1 | -19.4 | 3.4
> C=CCOc1ccccc1C1C2=C(CC(C)(C)CC2=O)Nc2c1c(=O)n(C)c(=O)n2C (configuration not stated)
 : -1.8 | -12.6 | 94.9 | -19.7 | 91.3 | 1.1 | 9.4 | 1.9 | -37.4 | -0.2
> C[N+]1(C)CC2([N+](=O)[O-])CC=C(Oc3ccccc3)C([N+](=O)[O-])(C2)C1 (configuration not stated)
 : -0.7 | . | 95.6 | -5.0 | 100.0 | -3.8 | 19.3 | -3.1 | -15.5 | 0.7

Assay outcomes deposited in PubChem by several laboratories.
